# CD11b adhes inh: blocks human CD11b/CD18 adhesion to fibrinogen | K562 CD11b/CD18 adhesion to fibrinogen, ATPlite luminescence; Mn2+ added to activate the integrin | AID 1497 | inhibition, % at 10 µM | hit rate 0.54% among 93,000 | P05107+P11215;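 active = primary inhibition of 50% or more at 10 µM, then 40% or more on retest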; note: some results filed as inactive read as strong as hits
# Target sequence (P05107 whole entry, looked up, other chains not shown): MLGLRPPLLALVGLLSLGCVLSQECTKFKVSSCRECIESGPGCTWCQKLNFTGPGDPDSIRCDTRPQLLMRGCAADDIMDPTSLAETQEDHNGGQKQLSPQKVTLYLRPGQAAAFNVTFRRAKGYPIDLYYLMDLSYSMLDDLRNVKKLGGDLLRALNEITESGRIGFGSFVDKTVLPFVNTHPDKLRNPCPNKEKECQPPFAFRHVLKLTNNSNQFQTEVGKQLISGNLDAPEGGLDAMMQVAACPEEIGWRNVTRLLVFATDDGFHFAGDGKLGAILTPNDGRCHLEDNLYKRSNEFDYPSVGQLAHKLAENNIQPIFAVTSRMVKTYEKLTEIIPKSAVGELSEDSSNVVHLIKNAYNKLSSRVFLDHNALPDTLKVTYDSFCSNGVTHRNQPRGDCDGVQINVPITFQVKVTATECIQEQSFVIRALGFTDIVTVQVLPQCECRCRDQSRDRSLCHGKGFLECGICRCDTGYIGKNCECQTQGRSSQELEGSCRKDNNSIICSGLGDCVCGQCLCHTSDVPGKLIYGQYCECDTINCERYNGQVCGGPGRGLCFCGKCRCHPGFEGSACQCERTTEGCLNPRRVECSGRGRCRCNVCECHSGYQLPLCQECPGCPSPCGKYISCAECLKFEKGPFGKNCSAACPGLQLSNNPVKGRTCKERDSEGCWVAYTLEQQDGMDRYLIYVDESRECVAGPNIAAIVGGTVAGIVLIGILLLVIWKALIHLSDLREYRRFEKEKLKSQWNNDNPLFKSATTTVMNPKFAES
# Numbers without * were called inactive. Only part of the results is shown; the hit share may differ from the screen's.
# Start of the listing, in advance:
CD11b adhes inh	molecule
2	CCc1cccc(C)c1NC(=O)Cn1c(NCCO)nc2ccccc21
90	Cc1cccc(NC(=S)Nc2ccc(Oc3ccccc3)cc2)n1
0	Cc1ccc(CNC(=O)c2ccccc2SCC(=O)NCC2CCCCC2)cc1
-2	Fc1ccc(-c2csc(/C=C/c3ccc4c(c3)OCO4)n2)cc1
7	O=C(CNC(=O)c1ccccc1F)N/N=C/c1cn[nH]c1-c1ccccc1
-1	COc1cc(C(C)=O)ccc1Oc1ncnc2c1cnn2-c1ccc(F)cc1
5	C=CCNC(=O)/C(C#N)=C/c1cn(-c2ccccc2)nc1-c1cccs1
2	O=C(CN1CCN(Cc2ccccc2Cl)CC1)N/N=C/C=C/c1ccccc1[N+](=O)[O-]
21	CCOc1ccccc1OCCCC(=O)Nc1sccc1C(N)=O
4	COc1cc(NC(=O)c2cccc(COCC(F)(F)C(F)F)c2)cc(OC)c1OC
4	COc1ccc(-c2nnc(SCc3nnc(-c4cccs4)o3)n2CC2CCCO2)cc1 (centres undefined)
-9	Cc1ccsc1/C=N/NC(=O)c1cccs1
10	COc1cccc(/C=C2\SC(=S)N(N3CCOCC3)C2=O)c1OC
9	COc1cccc(/C=C(\C#N)C(=O)NC2CCS(=O)(=O)C2)c1 (centres undefined)
35	S=c1[nH]nc(COc2ccccc2)n1/N=C/c1cccs1
-1	O=C(COC(=O)CNC(=O)c1ccccc1F)Nc1ccc2c(c1)OCCO2
37	Brc1ccccc1/C=N/Nc1ccc2ccccc2n1
-16	CC(=O)/C(=N/Nc1ccccc1)Sc1nnc(C(O)c2ccccc2)n1-c1ccccc1 (centres undefined)
29	CCn1c2ccccc2c2cc(/C=N/NC(=O)c3ccc(O)cc3)ccc21
4	CC1CCc2c(nc3sc4c(c3c2N)CCCC4)C1 (centres undefined)
-2	CSCCC(NC(=O)c1ccccc1)C(=O)N/N=C(\C)c1ccccc1 (centres undefined)
48	Cc1cc(/C=C2/C(=O)NN(c3ccccc3)C2=O)c(C)n1-c1cccc(O)c1
-14	Cc1ccc(-c2csc(NC(=O)CCCc3cccs3)n2)cc1
-13	O=C1C(Oc2ccccc2)C(c2ccc3c(c2)OCO3)N1CCc1ccc(F)cc1 (centres undefined)

# The listing, repeating the preview:
CD11b adhes inh	molecule
2	CCc1cccc(C)c1NC(=O)Cn1c(NCCO)nc2ccccc21
90	Cc1cccc(NC(=S)Nc2ccc(Oc3ccccc3)cc2)n1
0	Cc1ccc(CNC(=O)c2ccccc2SCC(=O)NCC2CCCCC2)cc1
-2	Fc1ccc(-c2csc(/C=C/c3ccc4c(c3)OCO4)n2)cc1
7	O=C(CNC(=O)c1ccccc1F)N/N=C/c1cn[nH]c1-c1ccccc1
-1	COc1cc(C(C)=O)ccc1Oc1ncnc2c1cnn2-c1ccc(F)cc1
5	C=CCNC(=O)/C(C#N)=C/c1cn(-c2ccccc2)nc1-c1cccs1
2	O=C(CN1CCN(Cc2ccccc2Cl)CC1)N/N=C/C=C/c1ccccc1[N+](=O)[O-]
21	CCOc1ccccc1OCCCC(=O)Nc1sccc1C(N)=O
4	COc1cc(NC(=O)c2cccc(COCC(F)(F)C(F)F)c2)cc(OC)c1OC
4	COc1ccc(-c2nnc(SCc3nnc(-c4cccs4)o3)n2CC2CCCO2)cc1 (centres undefined)
-9	Cc1ccsc1/C=N/NC(=O)c1cccs1
10	COc1cccc(/C=C2\SC(=S)N(N3CCOCC3)C2=O)c1OC
9	COc1cccc(/C=C(\C#N)C(=O)NC2CCS(=O)(=O)C2)c1 (centres undefined)
35	S=c1[nH]nc(COc2ccccc2)n1/N=C/c1cccs1
-1	O=C(COC(=O)CNC(=O)c1ccccc1F)Nc1ccc2c(c1)OCCO2
37	Brc1ccccc1/C=N/Nc1ccc2ccccc2n1
-16	CC(=O)/C(=N/Nc1ccccc1)Sc1nnc(C(O)c2ccccc2)n1-c1ccccc1 (centres undefined)
29	CCn1c2ccccc2c2cc(/C=N/NC(=O)c3ccc(O)cc3)ccc21
4	CC1CCc2c(nc3sc4c(c3c2N)CCCC4)C1 (centres undefined)
-2	CSCCC(NC(=O)c1ccccc1)C(=O)N/N=C(\C)c1ccccc1 (centres undefined)
48	Cc1cc(/C=C2/C(=O)NN(c3ccccc3)C2=O)c(C)n1-c1cccc(O)c1
-14	Cc1ccc(-c2csc(NC(=O)CCCc3cccs3)n2)cc1
-13	O=C1C(Oc2ccccc2)C(c2ccc3c(c2)OCO3)N1CCc1ccc(F)cc1 (centres undefined)
-8	CNC(=S)N1N=C(c2ccccc2)CC1c1ccc(OC)c(OC)c1 (centres undefined)
-7	Cc1cc(C)cc(NC(=O)c2ccc(S(=O)(=O)C(F)F)cc2)c1
5	O=C(OC(c1ccccc1)c1nccc2ccccc12)c1cccc([N+](=O)[O-])c1 (centres undefined)
3	CCN1CCN(c2nc(-c3cccs3)nc3ccccc23)CC1
-8	O=C(CC(=O)c1ccccc1)Nc1cc(C(F)(F)F)ccc1Cl
30	CC(=O)Nc1cc(C(=O)N2CCc3ccccc3C2)ccc1Sc1ccc(Cl)cc1
10	C/C(CC(C)C)=N\NC(=O)Nc1ccccc1
4	CCOC(=O)C(Cc1ccccc1)NC(=O)CNC(=O)CNC(=O)OCc1ccccc1 (centres undefined)
13	Cc1csc(SCC(=O)NC(=O)Cc2ccccc2)n1
0	CC(C)(CO)NCC(O)COc1ccc2c(c1)CCC2 (centres undefined)
5	CN(CC(=O)Nc1ccccc1Cl)C(=O)CSc1nc2ccccc2s1
-16	CCOCCCNC(=O)CCC(=O)NNc1nc2ccccc2c2nc(-c3ccccc3)nn12
10	COc1ccc(C2C(C(C)=O)=C(O)C(=O)N2c2nccs2)cc1OC (centres undefined)
9	O=C(CSc1nnc(-c2cccnc2)s1)Nc1cccc(C(=O)O)c1
10	COc1ccc(NC(=O)CN2C(=O)C(C)SC(C)C2=O)c(OC)c1 (centres undefined)
12	Cc1ccc(-c2nnc(NCc3nc4ccccc4[nH]3)c3ccccc23)cc1S(=O)(=O)N1CCOCC1
16	CCC(C)NC(=O)c1ccccc1NC(=O)/C(=C/c1ccc(OC)cc1)c1ccccc1 (centres undefined)
-13	S=C1NCN(C2CCCCC2)CN1Cc1ccccc1
-8	O=C(CCc1nc2ccccc2s1)OCc1ccccc1F
-4	COc1cc(/C=N/S(=O)(=O)CCc2ccccc2)ccc1O
5	O=C(c1ccccc1)N1CN2CN(C(=O)c3ccccc3)CC([N+](=O)[O-])(C2)C1
-9	COc1ccc(C(=O)N/N=c2\oc3ccccc3cc2C(=O)NCc2ccccc2)cc1
3	O=C(N1CCN(c2ccccc2F)CC1)C1(c2cccs2)CCOCC1
13	CN(C)C(=O)COC(=O)c1cccnc1Nc1ccccc1F
1	O=C(Cc1c[nH]c2ccccc12)NCc1cccs1
-1	Cc1ccc(NC(=O)CN(C)C(=O)Cn2cc(C(F)(F)F)ccc2=O)cc1
-6	COc1cc(NC(=O)C2=C(N3CCOCC3)/C(=C/c3ccc(Cl)cc3)CC2)cc(OC)c1OC
14	Cc1cccc(/C=N/NC(=O)c2cc(-c3cccnc3)nc3c2c(C)nn3-c2ccccc2)c1
10	CCN(CC)c1ccc(/C=N/N2CCN(Cc3ccc(C)cc3C)CC2)c(O)c1
1	Cc1cccc(C)c1NC(=O)COC(=O)COc1ccc2c(C)cc(=O)oc2c1
2	Cc1ccc(S(=O)(=O)N2CCOCC2)cc1NC(=O)COC(=O)Cc1ccsc1
-9	Cc1cccc(Cn2c(Cc3ccccc3)nc3ccccc32)c1
3	O=C(CCCSc1nc2ccccc2[nH]1)NCc1ccccc1
-16	CN(/N=C/c1ccc(O)cc1O)c1nc(-c2ccccc2)cc(-c2ccccc2)n1
19	c1csc(-c2nnc(N3CCCCCC3)c3ccccc23)c1
-3	O=[N+]([O-])c1cccc(S(=O)(=O)NCC2CCCO2)c1 (centres undefined)

# Next part.
CD11b adhes inh	molecule
28	COc1ccc(CNC(=O)CSc2ccc(Br)cc2)cc1OC
13	CC(=O)N1CCN(CC(=O)Nc2ccc(Cl)c(S(=O)(=O)N(C)C)c2)CC1
9	CNC(=S)SCCOc1ccc(C)cc1
-7	CCCOc1ccc(-c2csc(N)n2)cc1[N+](=O)[O-]
9	Cc1ccc(OCCCCNC(C)(C)C)c([N+](=O)[O-])c1
-6	CSc1ccccc1Sc1cc(C(=O)O)c2ccccc2n1
-26	Cc1cc(=O)[nH]c(SCc2nnnn2-c2ccc(Cl)cc2)n1
-3	CCC1(C(=O)c2ccc(Cl)cc2)C2c3ccccc3OC(=O)C21C(=O)Nc1ccccc1 (centres undefined)
-1	CC1CN(C(=O)C(Sc2ccccc2)c2ccccc2)CC(C)O1 (centres undefined)
-3	O=C(C[n+]1ccc(-c2nnc3n2CCC3)cc1)c1ccc(Cl)cc1
11	COc1ccccc1-c1coc2cc(OCC(=O)OCc3ccccc3)ccc2c1=O
25	Oc1ccc(C=Nc2ccccc2-c2nc3ccccc3[nH]2)cc1
8	COc1ccccc1-c1c(C(F)(F)F)oc2cc(OCC(=O)Nc3cc(C)ccc3C)ccc2c1=O
-5	CCCOc1ccc(-c2c(=O)n(OCc3ccc([N+](=O)[O-])cc3)c3ccccc3[n+]2[O-])cc1
8	COc1ccc(CCNC(=O)CSc2nn(-c3ccccc3)c(=S)s2)cc1OC
4	COc1ccc2c(C)cc(Sc3nnnn3-c3ccccc3)nc2c1
12	O=C(Cc1ccc([N+](=O)[O-])cc1)N1CCN=C1SCc1ccccc1
31	O=C(COc1ccc(Cl)cc1Cl)Nc1ccc(S(=O)(=O)NC2=NCCCCC2)cc1
-5	COc1cc(N=CC2=C(O)c3ccccc3C2=O)cc(OC)c1
29	O=C(Nc1cc(Cl)ccc1Oc1ccccc1)c1ccccc1F
23	COCCNCC(=O)Nc1ccccc1Sc1ccccc1
6	Cc1[nH]c2ccccc2c1C(=O)C(=O)NCCC1=CCCCC1
30	CCN1C(=O)/C(=C/C=C2\C=CN(CC)c3ccccc32)SC1=S
-4	CSc1ccc(/C=c2\s/c(=C\C(=O)C(C)(C)C)n(CC(=O)NCCC3=CCCCC3)c2=O)cc1
7	O=C(NCCN1C(=O)S/C(=C\c2ccccc2)C1=O)c1cc(S(=O)(=O)N2CCOCC2)c(Cl)cc1Cl
5	Cc1ccc(SCCC(=O)Nc2ccc(Br)c(C)c2)cc1
-12	O=C(c1cccc2ccccc12)N1CCN(c2ccc([N+](=O)[O-])c(NCc3ccco3)c2)CC1
13	O=C(CN1CCN(Cc2ccccc2Cl)CC1)N=Nc1c(O)[nH]c2ccccc12
3	O=C(c1cc2ccccc2oc1=O)N(c1ccccc1)C1C=CS(=O)(=O)C1 (centres undefined)
12	COCCN(C(=S)Nc1cccc(C)c1)C(C)c1cccs1 (centres undefined)
8	O=C(CSc1ncn[nH]1)N1N=C2/C(=C/c3ccccc3)CCCC2C1c1ccccc1 (centres undefined)
-8	CCN=C1S/C(=C\c2ccc(OCC)c(OC)c2)C(=O)N1CC
14	Cc1ccc(Sc2c(C)nn(C(=O)C3CC3)c2C)cc1
1	CC(C)CNC(=O)c1cccc(NC(=O)CSc2ccccc2)c1
-22	C=CCN1C(=O)CS/C1=N\S(=O)(=O)c1ccc(Cl)cc1
38	O=C(COC(=O)Cc1cccc2ccccc12)Nc1ccccc1-c1ccccc1
12	CCOC(=O)CCCNC(=O)COC(=O)[C@@H]1CCCN1S(=O)(=O)c1ccc(Cl)cc1
20	COc1cc(-c2nc3ccc4ccccc4c3c3c2CCC3)cc(OC)c1O
-19	COc1ccc(N2CC(NC(=O)NC(C)(C)C)CC2=O)cc1 (centres undefined)
1	O=C(CSc1ccc2ccccc2n1)NCCC1=CCCCC1
-1	Cc1ccc(C(=O)NCC(=O)Nc2ccccc2C(F)(F)F)cc1
90	O=S(=O)(c1cccc(NC(=S)N2CCN(c3cccc(Cl)c3)CC2)c1)C(F)F
52	CC(Sc1nc(N)c2c3c(sc2n1)CSC(C)(C)C3)C(=O)Nc1ccccc1 (centres undefined)
14	CN(C)S(=O)(=O)c1cc(NC(=O)CN2CCN(c3ccccc3)CC2)ccc1Cl
8	COc1ccc(C2=NN(C(=O)c3cccs3)C(c3ccc(OC)cc3)C2)cc1 (centres undefined)
58	CC(Oc1ccc(Cl)cc1)C(=O)NCCN1C(=O)S/C(=C\c2cccnc2)C1=O (centres undefined)
11	COC(=O)c1ccccc1NC(=O)/C=C/c1ccco1
32	COC(=O)Cn1cc(/C=N/NC(=O)COc2cccc3cccnc23)c2ccccc21
23	Cc1ccc(-c2nnc(NCc3nc4ccccc4[nH]3)c3ccccc23)cc1S(=O)(=O)N(C)C
104	Cc1ccc(S(=O)(=O)c2nc(Nc3ccccc3)sc2Cl)cc1
2	COc1ccc(CCN2C(=O)NC(NC(C)=O)(C(F)(F)F)C2=O)cc1OC (centres undefined)
-1	COc1ccc(CCN(C(=O)C(F)(F)F)C(C(=O)NC2CCCCC2)c2cccs2)cc1 (centres undefined)
10	CCN(CC)S(=O)(=O)c1cccc(C(=O)N[C@H](C(=O)Nc2nc3ccccc3s2)C(C)C)c1
-2	O=C(O)CNC(=S)N(Cc1cccs1)C1CCCCC1
7	Cc1cs/c(=N/C(=S)Nc2ccccc2)n1C
103	Cc1ccc(S(=O)(=O)Nc2ccc(NC(=O)Nc3cccc(C(F)(F)F)c3)cc2)cc1
-5	Cc1ccc(S(=O)(=O)N2CCCCC2)cc1NC(=O)CCOc1ccccc1
-13	Cc1cc(C)cc(OCC(=O)OC/C(O)=C(\C#N)c2nc3ccccc3[nH]2)c1
4	COc1ccc(-c2nnc(NC(=O)CSc3ccccc3)s2)cc1OC
-20	Cc1c(Cl)cnc(NC(=O)COC(=O)CCC(=O)c2cccs2)c1Cl

# (continued)
CD11b adhes inh	molecule
18	COC(=O)c1c(NC(=O)CN2CCC3(O)CCCCC3C2c2ccc(OC)cc2OC)sc(C)c1C (centres undefined)
7	O=C(CCn1cnc(-c2ccccc2)c1-c1ccccc1)N/N=C/c1ccccc1O
1	CC1S/C(=N/N=C2CCC(C(C)(C)C)CC2)NC1=O (centres undefined)
-5	Cc1ccc2nc(Cl)c(C3CC(c4cccs4)=NN3C(=O)CCC(=O)O)cc2c1 (centres undefined)
17	COc1ccc(N=Nc2nc3cc(Br)c(Br)cc3n2C)c(OC)c1
-22	CCC(=O)N1N=C(c2c(-c3ccccc3)c3cc(Cl)ccc3[nH]c2=O)CC1c1ccco1 (centres undefined)
100	Oc1c(Br)cccc1/C=N/Nc1c(F)c(F)c(F)c(F)c1F
